PfHsp40 rescue: rescue of PfHsp40-mediated yeast toxicity; S. cerevisiae expressing PfHsp40, growth rescue, ATP luminescence; growth rescue, % at 12.5 µM; actives 0.68% (n = 340,000); in the data active = growth rescue above about 28%, passing the limit was not always enough;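 note: yeast W303a lacking pdr1 and pdr3 grown in galactose medium; growth measured after three days at 30 °C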
BH1578 lux ind: inducers of Vibrio cholerae quorum light production without autoinducers. actives 0.16% (n = 350,000). AID 588436. activation, % at 18.7 µM. V. cholerae BH1578 lux reporter, luminescence, 6 h; in the data active = activation mostly above about 9.7%, no sharp cut-off; note: not every result past the cut was called active; inactives centre near 0; reference of the scale not given here
Anthrax LF prot: blocks Bacillus anthracis lethal factor protease. P15917. multiplex microsphere protease cleavage assay, LF. inhibition, % at 10 µM. actives 0.12% (n = 360,000); in the data active = inhibition above about 30%; note: plate controls were buffer without enzyme for full effect and enzyme alone for no effect
DUSP3 inh: inhibitors of human VHR1 phosphatase (DUSP3) | recombinant VHR phosphatase, pNPP absorbance | inhibition, % at 13.3 µM | actives 0.52% (n = 290,000); in the data active = inhibition above about 50%; note: some compounds called inactive have numbers as strong as hits
Target sequence (P51452 whole entry, looked up): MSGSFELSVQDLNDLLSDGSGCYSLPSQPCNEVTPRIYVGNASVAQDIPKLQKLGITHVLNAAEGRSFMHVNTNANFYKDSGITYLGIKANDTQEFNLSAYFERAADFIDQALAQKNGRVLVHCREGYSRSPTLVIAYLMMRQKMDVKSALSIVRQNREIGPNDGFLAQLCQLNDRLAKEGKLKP
MazF activator: activators of E. coli MazEF toxin-antitoxin RNase; P0AE70; FAM/BHQ RNA-DNA oligo cleavage fluorescence, 5 h; activation, % at 20 µM; actives 0.32% (n = 350,000); AID 504720; in the data active = activation above about 50%
Target sequence (P0AE70 whole entry, looked up): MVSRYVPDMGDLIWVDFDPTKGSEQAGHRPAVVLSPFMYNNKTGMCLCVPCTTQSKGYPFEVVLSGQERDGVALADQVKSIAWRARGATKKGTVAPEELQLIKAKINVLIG
Rv3671c inh: inhibits the M. tuberculosis serine protease Rv3671c; inhibition, % at 5.96 µM; P9WHR9; actives 0.048% (n = 320,000); in the data active = inhibition above about 38%;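 note: extracellular domain of Rv3671c used as enzyme; 0% = enzyme with DMSO and 100% = no enzyme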
Target sequence (P9WHR9 whole entry, looked up, the tested form may be a part): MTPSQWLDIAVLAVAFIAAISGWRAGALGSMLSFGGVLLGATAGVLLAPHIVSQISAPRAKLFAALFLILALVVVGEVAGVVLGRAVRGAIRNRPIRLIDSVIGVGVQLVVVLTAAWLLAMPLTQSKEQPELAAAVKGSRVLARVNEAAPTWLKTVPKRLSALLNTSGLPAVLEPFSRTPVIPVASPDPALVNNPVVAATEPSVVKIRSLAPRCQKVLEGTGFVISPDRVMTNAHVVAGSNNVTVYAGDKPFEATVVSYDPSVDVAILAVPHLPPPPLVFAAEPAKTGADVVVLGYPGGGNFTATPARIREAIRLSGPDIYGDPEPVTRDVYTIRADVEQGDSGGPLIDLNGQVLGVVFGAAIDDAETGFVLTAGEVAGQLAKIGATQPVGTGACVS
SSB-PriA inh: blocks PriA binding to SSB C-terminal tail; AlphaScreen SSBct-PriA binding, biotinylated peptide; inhibition, % at 33 µM; AID 1272365; actives 0.6% (n = 430,000); in the data active = inhibition mostly above about 37%, no sharp cut-off; inactive = mostly below about 20%;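 note: plate controls were negative control peptide for no effect and reference peptide for full effect; strong numbers were not always called active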
TcdB GH inh: TcdB glycohydrolase inhibition; P18177; TcdB glycohydrolase enzymatic assay, plate reader; inhibition, % at 9.99 µM; actives 0.24% (n = 350,000); in the data active = inhibition above about 10%
Y pestis TopoI: Y. pestis Topo-I inhibition via cleavage products. Y. pestis Topo-I cleavage product accumulation, plate reader. activity, % at 10 µM. actives 0.064% (n = 360,000); in the data active = activity above about 50%, passing the limit was not always enough; note: inactives centre near 2
SARS 3CLpro inh: SARS-CoV 3CLpro protease inhibition | recombinant SARS-CoV 3CLpro, quenched FRET peptide cleavage | inhibition, % at 6 µM | actives 0.14% (n = 290,000); in the data active = inhibition above about 12%
An asterisk follows results filed as active; i = inactive; / = not tested or not shown.

SMILES	PfHsp40 rescue	BH1578 lux ind	Anthrax LF prot	DUSP3 inh	MazF activator	Rv3671c inh	SSB-PriA inh	TcdB GH inh	Y pestis TopoI	SARS 3CLpro inh
NC(=O)c1ccc(NS(=O)(=O)c2ccccc2F)cc1	0.4	-0.4	0	4	-2	0	1	/	-3	5
Cc1ccc([C@H]2C(C(=O)O)=CC[C@@H](c3cccc(C)c3)N2S(=O)(=O)c2ccc(C)cc2)cc1	6.3	-0.7	-4	/	-3	0	-8	0.2	11	/
COC(=O)c1ccc(NC(=O)c2snnc2-c2ccccc2)cc1	-0.3	0.6	-5	32	-10	-1	-6	1.2	-7	5
CCOC(=O)c1c(C)n(C)c2ccc(O)c(CN3CCN(C)CC3)c12	-0.3	i	-3	15	3	14	4	/	7	0
CCN(CC(=O)NC(=O)NCc1ccco1)Cc1ccccc1	1.7	0.1	-1	/	2	-5	-5	1.3	16	/
Cc1c(C(=O)NC2CCS(=O)(=O)C2)oc2ccccc12 (centres undefined)	0.4	-0.4	0	-3	7	-6	-2	0.6	5	-1
O=C(NCC1CCCO1)C(c1ccncc1)N(Cc1ccc(F)cc1)C(=O)CN1C(=O)c2ccccc2S1(=O)=O (centres undefined)	0.4	-0.3	1	3	9	-10	-5	/	10	0
Cc1ccc(/C=C/C(=O)N2CC(C)CC(C)C2)o1 (centres undefined)	-1.2	-3.8	0	12	9	-5	-8	/	10	1
Cc1cc(C)c(NC(=O)c2cc(S(=O)(=O)N3CCOCC3)ccc2F)c(C)c1	-0.8	0.7	-1	-9	5	2	-5	-0.5	-6	0
COC(=O)c1cc(=O)n(Cc2ccc3c(c2)OCO3)c(=Nc2ccccc2)s1	0.4	-0.4	-9	28	-2	-12	0	0.2	0	-7
COc1ccccc1C(CNc1ncnc2sc(C)c(C)c12)N(C)C (centres undefined)	0.1	-3.1	5	31	1	-2	5	0.6	-1	-2
O=C(CN1CCN(c2ccccc2)CC1)N/N=C/c1cccc(F)c1	-0.4	-0.5	0	10	-3	-1	/	/	3	-2
CCCCCc1ccc(-c2cn(Cc3ccc([N+](=O)[O-])cc3)nn2)cc1	0.3	i	1	9	4	-1	-12	/	9	-2
CNc1ncnc2c1ncn2[C@H]1CN(C2CCCC2)C[C@@H](CO)O1	/	-0.4	5	/	/	/	/	0.0	7	/
Cc1ccc(S(=O)(=O)c2cc(C)cc(S(=O)(=O)Nc3ccc(C(=O)O)cc3)c2C)cc1	0.5	-4.4	6	-4	10	18	-4	0.3	-2	0
O=C(Nc1cccc(NC(=O)c2cccnc2Cl)c1)c1ccco1	1.6	0.5	-3	8	9	-4	-8	/	-7	0
O=C(NCc1ccc(F)cc1)Nc1cccc(Cl)c1	3.4	i	0	-6	6	-1	-5	0.7	-13	3
Cc1cc(C)n(C(=O)/C(C#N)=C/N(C)C)n1	0.4	-0.5	-2	-3	2	1	-13	-0.2	-2	5
CCOC(=O)c1cnc(-c2ccccc2)nc1C(F)(F)F	1.0	-0.3	5	29	3	0	-24	-2.3	-9	1
COc1ccc(C(C)(C)C)cc1NC(=O)c1ccoc1C	0.4	i	-9	-1	2	-1	-20	/	5	0
COC(=O)Cc1nc(Nc2ccccc2)sc1C	/	-1.6	-8	25	15	5	-3	2.0	2	3
Cc1ccc(-n2ncc3c2ncn2nc(-c4ccco4)nc32)c(C)c1	-1.4	-1.0	5	41	4	-12	-9	/	-1	-2
COCCN(C(=O)C1CCC1)c1nnc(-c2cccnc2)s1	-1.2	14	2	-18	6	1	0	/	7	5
Cn1c(=O)c2c(ncn2CCC(=O)N/N=C/c2ccncc2)n(C)c1=O	-2.3	-0.9	-4	12	10	-6	i	1.3	-2	-2
COc1ccc(OC)c(Nc2nc3nonc3nc2N2CCCCC2)c1	-2.1	-0.4	0	24	47	-4	3	/	4	1

Brought forward from above: 4 compounds, followed by the next part.
SMILES	PfHsp40 rescue	BH1578 lux ind	Anthrax LF prot	DUSP3 inh	MazF activator	Rv3671c inh	SSB-PriA inh	TcdB GH inh	Y pestis TopoI	SARS 3CLpro inh
Cc1ccc(-n2ncc3c2ncn2nc(-c4ccco4)nc32)c(C)c1	-1.4	-1.0	5	41	4	-12	-9	/	-1	-2
COCCN(C(=O)C1CCC1)c1nnc(-c2cccnc2)s1	-1.2	14	2	-18	6	1	0	/	7	5
Cn1c(=O)c2c(ncn2CCC(=O)N/N=C/c2ccncc2)n(C)c1=O	-2.3	-0.9	-4	12	10	-6	i	1.3	-2	-2
COc1ccc(OC)c(Nc2nc3nonc3nc2N2CCCCC2)c1	-2.1	-0.4	0	24	47	-4	3	/	4	1
N#C/C(=C\c1ccc([N+](=O)[O-])cc1)C(=O)NCCCn1ccnc1	-1.6	-0.4	-2	3	12	-9	5	0.2	-1	0
COc1cc(OC)c(C(=O)OCC(=O)Nc2ccc(N3CCOCC3)cc2)cc1OC	-0.8	i	1	/	2	0	7	0.0	-6	/
O=c1oc(-c2ccccc2[N+](=O)[O-])nc2ccccc12	1.6	i	0	11	7	20	-6	/	2	0
Cc1nonc1C(=O)N/N=C/c1ccncc1	-0.6	i	-2	19	7	1	/	-0.1	-6	-2
O=C(NCc1cccs1)c1ccc(CS(=O)Cc2cccc(Cl)c2)o1 (centres undefined)	0.0	-0.3	-1	-4	-6	9	-14	1.9	14	2
CCN(C(=O)Cn1nc(C(=O)O)c2ccccc2c1=O)C1CCCCC1	-0.6	i	2	7	3	-8	-4	-2.0	24	1
CCOc1ccc(OCCCC(=O)N2CCN(S(=O)(=O)c3ccc(Cl)cc3)CC2)cc1	0.6	2.3	6	/	0	3	15	-0.7	33	/
COc1ccccc1OCC(=O)Nc1nnc(C2CCCC2)s1	3.4	-2.0	2	-4	5	-11	-19	-0.2	6	2
CC(Sc1nnc(Cc2ccc3c(c2)OCO3)o1)C(N)=O (centres undefined)	-0.6	-0.3	-3	7	-1	-5	-6	0.1	0	4
CCCS(=O)(=O)c1nc(S(=O)(=O)c2ccc(C)cc2)c(N2CC(C)OC(C)C2)s1 (centres undefined)	2.0	-0.3	8	-23	-1	0	-9	-0.8	1	-2
CCc1ccc(NC(=O)C(C)Oc2nnc(-c3cccs3)c(-c3cccs3)n2)cc1 (centres undefined)	0.0	i	17	27	2	-12	23	/	9	2
COc1nccnc1NS(=O)(=O)c1ccc(NC(=S)NC(=O)/C=C/c2ccccc2)cc1	0.1	-0.3	-1	-5	6	-9	-3	/	3	-2
C/C(=N/OC(=O)c1cccc(C(F)(F)F)c1)c1cnccn1	3.1	i	6	21	-2	-4	/	0.7	3	0
Cc1nc2ncnn2c(N2CCC(C(=O)NC3CCCC3)CC2)c1Cc1ccccc1	0.0	-0.4	-1	6	-8	-8	-10	4.0	14	-4
COc1ccc(OCC(=O)OCC(=O)NC2CCCC2)cc1	0.2	i	-2	/	2	6	-8	0.8	3	/
Cc1ccc2oc(=O)c3cc(C(=O)N4CCN(C)CC4)sc3c2c1	1.6	i	-4	16	3	7	2	0.4	0	5
Cc1ccc2cccc(OCCCOc3ccccc3CO)c2n1	0.6	-0.2	-3	30	2	-7	-1	1.4	25	-3
O=c1sc(/C=N/Nc2ccccc2)c(Cl)n1Cc1ccccc1	0.9	-0.1	1	-34	4	-1	/	1.1	-15	3
O=C(Cc1c(F)cccc1Cl)NCc1cccnc1	-1.1	i	-19	18	-1	1	3	-2.0	-12	-2
COc1cc(C(=O)Nc2ccc(S(=O)(=O)N(C)c3ccccc3)cc2)cc(OC)c1OC	0.8	-0.4	-1	-2	2	-125	-10	0.6	-1	1
O=[N+]([O-])c1ccc(OCC(O)CN(CCO)CCO)cc1 (centres undefined)	-0.4	-0.3	-1	-1	4	6	-6	1.0	2	-2
CCOC(=O)CSc1nnc(Cn2nnc(-c3ccccc3)n2)n1CC	0.8	0.6	4	-2	-10	1	-35	/	13	-5
Cn1nc(C(=O)N2CCOCC2)c2ccccc2c1=O	-1.9	i	-1	40	0	0	-8	/	-6	0
Cc1cccc(N2CCN(C(C)C(=O)N3CCc4ccccc43)CC2)c1C (centres undefined)	1.0	-0.3	-7	53*	-2	4	18	0.0	33	2
COc1ccc(C2=NCC(=O)N(CC(=O)NCc3ccco3)c3sc4c(c32)CCCC4)cc1OC	1.4	12	-3	16	0	3	9	/	30	2

Brought forward from above: three entries, then new ones.
SMILES	PfHsp40 rescue	BH1578 lux ind	Anthrax LF prot	DUSP3 inh	MazF activator	Rv3671c inh	SSB-PriA inh	TcdB GH inh	Y pestis TopoI	SARS 3CLpro inh
Cn1nc(C(=O)N2CCOCC2)c2ccccc2c1=O	-1.9	i	-1	40	0	0	-8	/	-6	0
Cc1cccc(N2CCN(C(C)C(=O)N3CCc4ccccc43)CC2)c1C (centres undefined)	1.0	-0.3	-7	53*	-2	4	18	0.0	33	2
COc1ccc(C2=NCC(=O)N(CC(=O)NCc3ccco3)c3sc4c(c32)CCCC4)cc1OC	1.4	12	-3	16	0	3	9	/	30	2
CCOC(=O)c1ccc(NC(=O)C(C)Sc2nc(O)c(-c3ccccc3)c(=O)[nH]2)cc1 (centres undefined)	-0.3	0.1	7	11	5	4	-14	0.3	6	2
CCOc1ccc2nc(NC(=O)NC3CCCCC3)sc2c1	0.1	i	-6	1	10	6	-12	-0.9	9	-6
COc1ccc(CC(=O)OCC(=O)Nc2ccc(F)cc2)cc1	1.1	-1.9	-6	/	5	/	5	0.8	-3	/
CC(=O)c1cc(CN2CCN(CCC(C)C)C(CCO)C2)cs1 (centres undefined)	-2.3	i	0	13	-1	-1	15	1.5	3	3
Cc1cc(N/C(=N\S(=O)(=O)c2ccc(F)cc2F)c2ccccc2)no1	0.4	-2.0	-4	15	5	1	/	/	6	0
CCOc1cc(/C=C2/C(=O)NN(c3cccc(Cl)c3)C2=O)ccc1O	-1.4	-0.2	-8	26	0	0	-2	-1.3	-9	2
CSCc1nnc(NC(=O)c2ccc(S(=O)(=O)N(C)C)cc2)o1	0.4	-0.2	2	19	4	-1	2	1.2	-7	0
O=C(Cc1ccccc1[N+](=O)[O-])NCc1ccco1	-0.9	i	-1	-6	4	-6	-13	1.9	7	3
CCC(=O)NC1=C(C#N)C2(CCCC2)Cc2ccccc21	-0.3	0.0	1	18	3	1	-4	/	-6	1
COc1ccc(CCNC(=O)C(=O)NCC2CCCN2S(=O)(=O)c2cc(C)ccc2C)cc1 (centres undefined)	1.6	i	-1	/	7	-3	-19	-0.1	37	/
COc1cc(/C=N/NC(=O)c2cccc3ccccc23)cc(OC)c1OC	-0.3	-5.6	-14	-9	4	0	/	1.3	10	2
Cc1ccccc1C(C)NC(=O)COC(=O)Cn1cc(C(F)(F)F)ccc1=O (centres undefined)	-1.1	-0.2	2	/	4	2	-8	-0.5	0	/
COc1ccc(NC2=CC(c3ccc(OC)cc3)N(c3ccc(OC)cc3)C2=O)cc1 (centres undefined)	2.0	/	-1	-8	1	-10	16	0.8	2	4
O=C(O)CCn1cc(/C=C/C(=O)c2ccc(Cl)cc2)c(-c2cccc(Br)c2)n1	1.7	-0.4	2	19	-8	-13	-3	0.4	20	1
CC(C)C[C@H](NC(=O)c1nc[nH]c1C(=O)N1CCc2ccccc2C1)C(=O)OC(C)(C)C	0.6	4.3	1	4	4	12	9	2.5	-4	/
O=C1/C(=C/N(C(=O)c2ccco2)c2ccc(Cl)cc2)Sc2ccccc21	-0.3	-0.3	1	-1	-6	-1	-12	/	2	3
CC(=O)N1CCN(C(=S)c2ccc(-c3ccc(Cl)cc3)o2)CC1	0.2	i	3	5	-8	1	8	/	13	5
Cc1sc(NC(=O)C2CC(=O)N(Cc3ccco3)C2)nc1-c1ccccc1 (centres undefined)	/	i	-2	/	-9	/	/	1.0	12	/
Cc1ccc(N2CC(C(=O)Nc3ccccc3C(=O)NC3CCCCC3)CC2=O)cc1C (centres undefined)	-0.1	i	0	/	-12	6	-6	/	-7	2
CC(=O)Nc1nnc(SCc2ccc(F)cc2)s1	-0.4	i	3	23	0	1	8	/	5	0

The list is partial; the hit share may differ from the screen's.
